Source: PubChem
tim23-1 inh – growth inhibitors of tim23-1 mutant yeast, primary screen, luminescence, uHTS; S. cerevisiae tim23-1 growth, BacTiter-Glo luminescence, 24 h; inhibition, % at 20 µM; actives 1.3% (n = 330,000);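 active = growth inhibition of the mutant yeast at or above 50%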;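 also: temperature-sensitive mutant grown at 25 °C; plate controls were DMSO-treated mutant yeast for no effect and medium wells lacking yeast for full effect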
Mdm2-MdmX inh – inhibitors of human Mdm2-MdmX association, primary screen, cell-based, luminescence, split luciferase, SaOS-2, uHTS. Protein Mdm4 (Homo sapiens) + E3 ubiquitin-protein ligase Mdm2 (Homo sapiens), …. SaOS-2 split-luciferase Mdm2/MdmX complementation. inhibition, % at 8 µM. actives 3% (n = 330,000). AID 485346, 2010;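 active = inhibition of at least 50% at 8 µM in the primary screen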
Target sequence (O15151 whole entry, looked up): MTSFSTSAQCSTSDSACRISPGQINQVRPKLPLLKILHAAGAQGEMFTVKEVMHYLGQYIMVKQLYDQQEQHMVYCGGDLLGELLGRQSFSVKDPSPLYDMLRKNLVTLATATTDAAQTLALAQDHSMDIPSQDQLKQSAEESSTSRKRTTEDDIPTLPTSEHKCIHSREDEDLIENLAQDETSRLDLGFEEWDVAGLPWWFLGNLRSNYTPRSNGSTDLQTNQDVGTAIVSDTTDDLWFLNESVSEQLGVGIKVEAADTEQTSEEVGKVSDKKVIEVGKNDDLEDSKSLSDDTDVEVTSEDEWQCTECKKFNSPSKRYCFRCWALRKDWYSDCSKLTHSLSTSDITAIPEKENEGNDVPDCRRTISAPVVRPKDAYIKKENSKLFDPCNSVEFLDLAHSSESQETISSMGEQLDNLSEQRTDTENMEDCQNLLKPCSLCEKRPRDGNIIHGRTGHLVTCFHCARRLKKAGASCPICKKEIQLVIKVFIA
Target sequence (Q00987 whole entry, looked up): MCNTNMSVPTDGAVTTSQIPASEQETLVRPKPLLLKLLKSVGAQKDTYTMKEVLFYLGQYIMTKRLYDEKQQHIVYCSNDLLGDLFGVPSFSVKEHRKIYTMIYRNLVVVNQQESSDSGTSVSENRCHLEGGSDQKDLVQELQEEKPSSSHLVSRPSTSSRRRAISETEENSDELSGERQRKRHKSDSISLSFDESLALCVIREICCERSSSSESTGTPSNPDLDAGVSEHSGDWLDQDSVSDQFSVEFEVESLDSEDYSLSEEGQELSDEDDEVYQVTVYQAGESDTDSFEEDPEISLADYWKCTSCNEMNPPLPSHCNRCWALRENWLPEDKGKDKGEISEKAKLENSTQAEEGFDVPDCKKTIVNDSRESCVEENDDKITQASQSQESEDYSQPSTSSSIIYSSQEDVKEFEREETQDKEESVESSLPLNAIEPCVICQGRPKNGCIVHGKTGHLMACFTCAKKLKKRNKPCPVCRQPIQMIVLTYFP
UPR CHOP act – activators of apoptotic CHOP UPR arm, primary screen, cell-based, CHO-CHOP luciferase reporter, luminescence, uHTS | UPR activation; percent of tunicamycin response over DMSO baseline | activation, % at 10 µM | actives 0.34% (n = 330,000) | AID 449763, 2010;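 active = at 10 µM dose, activation of 40% or more, normalized to positive control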;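 also: 100% = tunicamycin at 10 µg/mL and 0% = DMSO alone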
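Assay system: CHO-CHOP cells, stable luciferase reporter of PERK-eIF2a-CHOP signalling / Buffer or medium: F12 plus 10% serum / Compound dosing: one dose, 10 µM in 0.5% DMSO / Times: 6 h compound treatment, 37 °C / Technique: luciferase luminescence / Read-out: % reporter activation, DMSO baseline versus tunicamycin full activation / Benchmarks: tunicamycin and DMSO controls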
APJ antagonist – antagonists of human apelin receptor APJ, primary screen, CHO-K1 cells, beta-arrestin complementation, luminescence | P35414 | inhibition, % at 20 µM | actives 0.32% (n = 330,000) | AID 2521, 2010;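 active = inhibition above about 40% at 20 µM, limit read from the data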;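 also: cells challenged with 10 nM apelin-13 agonist together with compound; plate controls were apelin-13 plus DMSO wells for no effect and DMSO wells lacking apelin-13 for full effect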
697 NFkB inh – inhibitors of PMA/ionomycin-induced NF-kB reporter, 697 cells, primary screen, B-cell NF-kB inhibitor project, cell-based, luminescence, uHTS; 697 B-cell NF-kB luciferase reporter, 16 h; actives 0.33% (n = 330,000); inhibition, % at 4 µM; in the data active = inhibition above about 35%
XBP1 UPR activ – activators of adaptive XBP1 UPR arm, primary screen, cell-based, CHO-XBP1 luciferase reporter, luminescence, uHTS | AID 463104, 2010 | activation, % at 20 µM | IRE1-XBP1 UPR activation; percent of tunicamycin response, DMSO as zero | actives 0.33% (n = 330,000);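 active = versus positive control, 20 µM dose yields 30% or more activation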;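 also: 100% = tunicamycin at 10 µg/mL and 0% = DMSO only wells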
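Material: CHO cell line with stable XBP1 luciferase reporter; buffer or medium: F12 medium containing 10% fetal bovine serum; compound: single point, 20 µM final compound, 1% DMSO; incubation: 6 h treatment, 37 °C; measured by: glow luminescence from Steady-Glo reagent; evaluation: activation, % of tunicamycin; control set: tunicamycin high, DMSO low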
APJ ag – agonists of human apelin receptor APJ, primary screen, CHO-K1 cells, PathHunter beta-arrestin, luminescence; 0% DMSO wells, 100% apelin; actives 0.11% (n = 330,000); activation, % at 20 µM; P35414;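 active = activation more than six SD over the plate average, tested at 20 µM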;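 also: 0% = DMSO alone and 100% = apelin-13 at 10 nM; some results filed as inactive read as strong as hits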
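Material: CHO-K1 APJ beta-arrestin complementation cell line; Input: cell density 1000 per well; Incubation: compound stimulation 90 min at 25 °C, detection 60 min; Signal: luminescence from split beta-galactosidase complementation, Galacton Star/Emerald II substrate; Controls: DMSO-only wells as negative, 10 nM Apelin-13 as positive control.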
Jurkat NFkB inh – inhibitors of induced NF-kB luciferase reporter, primary screen, TCR NF-kB activation inhibitor project, cell-based, luminescence, uHTS. Jurkat, PMA/ionomycin-induced NF-kB luciferase reporter. inhibition, % at 4 µM. actives 0.53% (n = 330,000). AID 435003, 2010; in the data active = inhibition above about 50%
* hit, by the source's call.

Values in the order – tim23-1 inh	Mdm2-MdmX inh	UPR CHOP act	APJ antagonist	697 NFkB inh	XBP1 UPR activ	APJ ag	Jurkat NFkB inh
> COc1cc(NC(=O)C2CC(=O)NC3=C2C(=O)CC(C)(C)C3)c(OC)cc1Cl (centres undefined)
  7	5	-2.6	-11	-1	1	-3	-8
> COCCNC(=O)c1snc2ccc(Cl)cc12
  -4	28	-2.2	14	16	-4	0	-2
> CCCc1[nH]nc2c1C(c1cccnc1)C(C#N)=C(N)O2 (centres undefined)
  -2	-8	-1.1	20	14	20	-1	-1
> CCCC(=O)Nc1c2c(nn1-c1ccc(OC)cc1)CS(=O)(=O)C2
  4	4	-3.0	1	-10	1	-4	0
> Cc1ccc(S(=O)(=O)N2CCN(CC(=O)NC(C)c3ccccc3)CC2)cc1 (centres undefined)
  23	17	-0.5	14	2	-1	-4	-4
> COc1ccc(O)c(C(=O)c2cnn(C(=O)c3ccc(C)cc3)c2)c1
  5	8	0.4	-13	4	4	-4	-3
> CCN(CC)C(=O)COc1ccc(-c2nnc(Nc3ccc(OC)c(C(=O)NC)c3)c3ccccc23)cc1
  -2	28	0.6	-1	19	-1	-2	-7
> Cc1ccc(N/C(N)=N/c2nc(CSc3nnc(C)s3)cc(=O)[nH]2)c(C)c1
  6	60*	0.9	7	-5	11	-4	72*
> CC1CCCN(C(=O)c2ccccc2OC2CCN(S(C)(=O)=O)CC2)C1 (centres undefined)
  14	-5	1.3	0	15	2	-4	-11
> COCCN(C(=O)Cc1ccc(OC)c(OC)c1)c1nc(-c2cc(OC)ccc2OC)cs1
  19	19	5.0	18	-9	-3	-2	3
> Nc1nnn(CC(=O)N/N=C/c2ccccc2Cl)n1
  1	-11	3.5	9	-4	1	-6	-10
> FC(F)(F)c1ccccc1-n1c(-c2cnccn2)n[nH]c1=S
  16	21	-0.8	14	-33	-2	-1	-14
> Cc1cc(C)c(OCC(=O)OCC(=O)NNC(=O)c2ccccc2F)c(C)c1
  1	-24	1.1	10	21	3	-4	0
> FC(F)(F)c1ccccc1N/N=C/c1cccnc1
  16	8	4.3	2	-3	4	-1	-16
> COCCNC(=O)C(c1c[nH]c2ccccc12)N(C(=O)c1snc(C(N)=O)c1N)c1cccc(OC)c1 (centres undefined)
  16	6	-0.7	11	-22	1	2	-2
> CCOc1ccc(CN2C(=O)c3ccccc3C2C(=O)NCC2CCCO2)cc1 (centres undefined)
  10	6	1.1	-1	28	-3	-4	2
> COC(=O)c1cn(CC(=O)N2CCCCC2C)c2ccccc12 (centres undefined)
  11	-3	0.6	-6	17	0	0	-5
> CS(=O)(=O)NCCNc1ccc(C(F)(F)F)cc1[N+](=O)[O-]
  16	14	-1.6	3	0	-1	-3	-9
> O=C(CCCOc1ccc(Cl)cc1Cl)Nc1ccncc1
  -100	1	-2.1	3	18	-1	-1	34
> CSCCC(NC(=O)COc1ccccc1)C(=O)N1CCCC(C(F)(F)F)C1 (centres undefined)
  4	-4	1.9	1	26	1	-6	-1
> Cc1cc(=O)oc2c3c(cc(OCC(=O)N[C@@H](Cc4ccccc4)C(=O)O)c12)OC(C)(C)CC3
  2	1	0.0	5	-13	-1	0	-7
> COc1ccc(CCC(=O)N2CCN(S(=O)(=O)c3cccc(Cl)c3)CC2)cc1
  27	6	-0.3	13	20	-1	-4	-2
> Cc1cccc(C(=O)Nc2nsc(N)n2)c1
  12	-6	1.4	7	6	-2	-6	0
> COc1ccc(NC(=O)CSc2ncccn2)cc1S(=O)(=O)N1CCCCC1
  3	13	0.4	-2	11	-2	-5	3
> COc1ccc2c(CC(=O)N[C@@H](Cc3ccccc3)C(=O)O)cc(=O)oc2c1
  6	23	0.3	3	-1	-7	-3	-7
> Cc1ccc(S(=O)(=O)N2CC(O)CC2C(=O)O)cc1 (centres undefined)
  0	-8	2.2	-13	11	-1	-2	9
> C=CCNC(=S)N1CCN(c2cccc(C(F)(F)F)c2)CC1
  21	-4	1.4	3	7	-1	-1	-7
> Clc1ccccc1OCc1nnc2n1CCCCC2
  17	4	0.5	13	-8	0	-3	-4
> COc1ccc2c(c1)nc(SCC(O)c1ccccc1)n2C (centres undefined)
  -2	6	1.3	19	-3	5	-3	4
> C=CCSC(=S)NC1CCS(=O)(=O)C1 (centres undefined)
  27	-4	6.9	9	-10	-6	6	0

Reprinted at random: 3 records from the list
Values in the order – tim23-1 inh	Mdm2-MdmX inh	UPR CHOP act	APJ antagonist	697 NFkB inh	XBP1 UPR activ	APJ ag	Jurkat NFkB inh
> Clc1ccccc1OCc1nnc2n1CCCCC2
  17	4	0.5	13	-8	0	-3	-4
> CCOc1ccc(CN2C(=O)c3ccccc3C2C(=O)NCC2CCCO2)cc1 (centres undefined)
  10	6	1.1	-1	28	-3	-4	2
> CSCCC(NC(=O)COc1ccccc1)C(=O)N1CCCC(C(F)(F)F)C1 (centres undefined)
  4	-4	1.9	1	26	1	-6	-1

Carrying on:
Values in the order – tim23-1 inh	Mdm2-MdmX inh	UPR CHOP act	APJ antagonist	697 NFkB inh	XBP1 UPR activ	APJ ag	Jurkat NFkB inh
> CCC(C(=O)NCCCN1CC(C)CC(C)C1)n1nc(C)c2sc3ccccc3c2c1=O (centres undefined)
  8	24	1.8	22	-10	9	2	9
> COc1ccc2oc(C(=O)OCC(=O)N3CC(C)CC(C)C3)c(C)c2c1 (centres undefined)
  29	20	0.9	-50	1	-1	-5	3
> CCn1c(SCC(=O)Nc2ccc(F)cc2)nc2ccccc2c1=O
  7	5	-1.1	-1	-9	-9	-2	-18
> Cc1c(Br)ccc(NC(=O)Cn2nc(-c3cccs3)ccc2=O)c1C
  5	5	0.6	-5	5	2	-3	-3
> C=CCNC(=S)Nc1cccc2ccccc12
  20	5	-0.8	15	31	0	1	1
> CCOc1ccc2nc(N(CCCN(C)C)C(=O)c3ccc(S(=O)(=O)N4CCc5ccccc5C4)cc3)sc2c1
  -12	49	6.9	0	-19	3	4	-26
> O=C(COc1ccccc1F)NCC(c1ccc(F)cc1)N1CCOCC1 (centres undefined)
  23	-13	-0.3	-24	-33	0	-6	-22
> COC(=O)c1cc(C(=O)OC)cc(N2C(=O)CN=C2Nc2nc(C)cc(C)n2)c1
  -5	15	-1.9	-2	11	-5	0	-3
> CC1CCN(c2ccc3nnc(CCC(=O)Nc4ccc(F)c(F)c4)n3n2)CC1
  6	26	2.3	6	-21	-3	3	41
> O=C(NC(Cc1ccccc1)C(=O)N1CCN(c2ccccn2)CC1)c1ccco1 (centres undefined)
  21	9	0.7	-2	1	-1	-4	0
> Cc1cc(C)n(-c2ccc(C(=O)OCC(=O)Nc3ccccc3[N+](=O)[O-])cc2)n1
  17	-29	3.6	2	-69	4	4	29
> Cc1ccc(S(=O)(=O)NC(=O)NN2CCCCCC2)cc1
  9	0	-1.1	14	-8	-10	0	-1
> CCC(C)NC(=O)CN1C(=O)COc2ccc(S(=O)(=O)N3CCOCC3)cc21 (centres undefined)
  7	1	2.9	13	-5	-1	1	-14
> O=C(CN1CCC(c2nc3ccccc3[nH]2)CC1)NCc1ccc2c(c1)OCO2
  20	9	-0.7	3	10	-5	1	-9
> CCOC(=O)N1CCN(C(=O)c2cccc(S(=O)(=O)Nc3ccc(Br)cc3)c2)CC1
  7	4	-2.4	-62	-7	1	-4	-16
> CSc1nc2sccc2c(=O)[nH]1
  8	-26	0.0	-9	12	-2	5	-11
> CC1CC(N(C(=O)c2ccccc2Cl)c2ccccc2)c2ccccc2N1 (centres undefined)
  36	49	1.8	21	-26	0	-2	3
> COC(=O)CC1COc2ccccc2N1C(=O)/C=C/c1ccccc1 (centres undefined)
  24	8	1.4	22	1	3	-1	3
> Cc1cc2ncc(S(C)(=O)=O)c(N)n2n1
  7	-31	1.3	26	17	0	-1	-7
> CCCCC(=O)Nc1ccc(C(=O)N2CCC(C(=O)OCC)CC2)cc1
  20	2	-2.5	9	5	-1	2	-3
> Cc1cc(Nc2ccccc2)n(-c2ccc(Br)cc2)n1
  17	8	-2.6	12	10	-4	-3	-4
> Cc1ccc(NC(=O)CN2CCN(C)CC2)cc1S(=O)(=O)N1CCOCC1
  -77	16	-0.8	-3	-5	-4	-1	8
> CC(=O)Nc1cc2c(cc1NC(=O)Cn1nc(-c3ccccc3)ccc1=O)OCCO2
  6	-20	-2.0	-2	7	-8	0	-12
> Cc1ccc(S(=O)(=O)N2CCN(CC(=O)N/N=C/c3ccccc3OCC(=O)O)CC2)cc1
  -9	-8	3.5	12	20	1	-2	11
> CCC(=O)N1CCN(c2ccccc2NC(=O)c2ccc(-c3cccc([N+](=O)[O-])c3)o2)CC1
  2	3	4.6	9	-3	-2	1	12
> COC(=O)Oc1c(Br)c(=O)oc2ccccc12
  27	-7	0.4	-8	11	0	-3	15
> Cc1ccc(C)c(OCC(O)CNC2CCCC2)c1 (centres undefined)
  -4	14	0.0	-19	8	-5	1	4
> COc1ccc(C(=O)COC(=O)C(C)N2C(=O)C3C4CCC(C4)C3C2=O)cc1 (centres undefined)
  9	11	1.0	8	-1	-3	-1	6
> C=CC[C@H]1CC(C)=C[C@H](CC=C)N1
  11	15	1.3	11	15	-1	-2	12
> Cc1ccccc1NC(=O)COC(=O)c1ccc(S(C)(=O)=O)c([N+](=O)[O-])c1
  24	55*	-1.6	8	15	-6	2	17
> Nc1c(C(=O)N2CCCCC2)sc2nc3c(cc12)CCCC3
  22	0	8.2	21	13	-3	-3	-4
